Bioassay records: PubChem, Broad Institute
S100A4 MyoIIA: inhibitors of human S100A4 binding to myosin IIA peptide | 360,000 compounds, 0.14% hits | AID 652163 | S100A4/TAMRA-MyoIIA peptide fluorescence polarization | inhibition, % at 10.7 µM | P26447;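 active = mean inhibition of at least 70% across replicates, with every replicate also reaching that level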
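incubation = readout 5 min after mixing, signal stable up to 60 min | system = S100A4 monomer protein | buffer or medium = HEPES pH 7.2 with CaCl2, KCl, NaCl, DTT, Triton | benchmarks = neutral control DMSO, positive control TFP | also added = fluorescent myosin IIA peptide, 5 nM | compound dosing = one concentration per compound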
Xi reactivation: reactivates the inactive X chromosome in mouse fibroblasts. XiGFP mouse fibroblasts, % GFP-positive cells imaging, 3 d; cells co-treated with 5-aza-dC sensitizer; scaled so ellipticine positive control = 100%. activation, % at 7.58 µM. 360,000 compounds, 0.055% hits. AID 743238;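 active = mean normalized replicate activation at least 10% and every replicate at or above 10%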;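 also: 0% = median of on-plate neutral control wells and 100% = ellipticine 6 µM median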
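System: 68-5-11 XiGFP fibroblast line | Buffer or medium: DMEM containing 5-aza-dC | Compound: Single point | Times: Compounds 3 days, fix/stain 15 min at room temperature | Benchmarks: Positive control ellipticine, 6 µM final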
ERAP1 inh: inhibitors of human ERAP1 aminopeptidase; Q9NZ08; recombinant ERAP1, Leu-AMC fluorescence, 60 min; inhibition, % at 10.7 µM; 340,000 compounds, 0.15% hits;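 active = mean replicate inhibition of at least 30%, or all replicates individually reaching that 30% level; inactive = mean below 30% and not every replicate reaching it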;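 also: 0% = neutral control wells and 100% = L-leucinethiol positive control wells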
RAD52 inh: inhibitors of human RAD52 DNA annealing; P43351; recombinant RAD52 DNA annealing, FRET fluorescence; inhibition, % at 18.7 µM; 360,000 compounds, 0.46% hits; AID 651710;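 active = every replicate showing at least 50% inhibition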
RAD54 branch: inhibitors of human RAD54 branch migration; RAD54 Holliday junction branch migration, FAM/BHQ fluorescence; 360,000 compounds, 0.14% hits; AID 602329; Q92698; inhibition, % at 10.4 µM;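 active = mean normalized replicate activity at least 40 and at least half of replicates scoring 40 or more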;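 also: 0% = median of neutral control wells and 100% = median of positive control wells; inhibitors cause a drop in the FAM fluorescence signal; in these data hits start at about 50%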
esBAF inh: inhibitors of esBAF chromatin remodeling in mouse ES cells. Bmi1-luciferase knock-in reporter, 24 h; 100% = twice the neutral-well signal. reporter increase, % at 12.5 µM. 350,000 compounds, 2% hits; in the data active = activation above about 40%;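 also: 0% = median of the plate's neutral control wells and 100% = double that signal; a rise in the Bmi1 reporter signal indicates esBAF inhibition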
ERp5 block: blocks human ERp5 reductase activity on insulin | Q15084 | ERp5 insulin aggregation, absorbance 650 nm, 90 min | inhibition, % at 9.99 µM | 350,000 compounds, 0.05% hits | AID 651711;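 active = mean replicate inhibition above about 25%, with every replicate also reaching it, limit read from the data, passing the limit was not always enough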
Target sequence (Q15084 whole entry, looked up): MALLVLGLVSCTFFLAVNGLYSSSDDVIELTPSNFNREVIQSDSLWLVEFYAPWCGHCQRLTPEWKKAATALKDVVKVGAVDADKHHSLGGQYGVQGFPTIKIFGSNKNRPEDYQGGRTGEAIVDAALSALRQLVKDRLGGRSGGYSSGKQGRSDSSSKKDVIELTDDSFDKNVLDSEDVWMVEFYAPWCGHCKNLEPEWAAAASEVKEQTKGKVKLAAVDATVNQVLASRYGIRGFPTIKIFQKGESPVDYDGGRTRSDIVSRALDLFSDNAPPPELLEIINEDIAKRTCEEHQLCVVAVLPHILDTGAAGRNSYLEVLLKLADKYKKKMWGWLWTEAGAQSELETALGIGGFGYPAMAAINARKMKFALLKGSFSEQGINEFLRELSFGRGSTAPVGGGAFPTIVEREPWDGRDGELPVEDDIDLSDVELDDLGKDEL
E-selectin induc: induces E-selectin expression in human endothelial cells. P16581. HUVEC E-selectin immunofluorescence imaging; normalized: neutral wells 0, TNF-alpha wells 100. activation, % at 7.58 µM. 260,000 compounds, 0.37% hits. AID 686992;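 active = mean E-selectin-positive cell signal at least 10% of the positive control, reached in at least 60% of replicates, without over 20% cell loss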;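 also: in these data hits start at about 27%; measured in HUVEC primary endothelial cells; signal is the percent of cells scored E-selectin positive by PE staining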
Target sequence (P16581 whole entry, looked up): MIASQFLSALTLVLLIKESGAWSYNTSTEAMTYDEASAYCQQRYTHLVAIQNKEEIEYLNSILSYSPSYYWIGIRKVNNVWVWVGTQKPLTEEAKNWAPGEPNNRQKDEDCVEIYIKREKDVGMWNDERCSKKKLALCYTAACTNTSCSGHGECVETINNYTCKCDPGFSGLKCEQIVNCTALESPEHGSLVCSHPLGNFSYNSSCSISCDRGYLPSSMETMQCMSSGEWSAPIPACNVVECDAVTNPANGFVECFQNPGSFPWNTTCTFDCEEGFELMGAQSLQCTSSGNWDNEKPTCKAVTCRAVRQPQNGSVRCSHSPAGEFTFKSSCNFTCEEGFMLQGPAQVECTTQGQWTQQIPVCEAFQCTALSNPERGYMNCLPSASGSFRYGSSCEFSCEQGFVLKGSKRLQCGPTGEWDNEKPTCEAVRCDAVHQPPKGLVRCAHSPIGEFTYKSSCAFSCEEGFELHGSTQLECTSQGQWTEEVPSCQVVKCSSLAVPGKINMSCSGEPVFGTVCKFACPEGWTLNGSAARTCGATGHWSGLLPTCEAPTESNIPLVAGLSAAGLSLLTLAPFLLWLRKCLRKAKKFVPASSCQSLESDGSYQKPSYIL
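Read-out: % PE-positive cells | Test system: HUVEC | Doses: One compound dose added by pin transfer | Buffer or medium: EGM-2 over gelatin coat | Signal: Immunofluorescence imaging | Benchmarks: TNF-alpha, DMSO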
Active calls of the source: *; nt = not tested or not shown. Outcome played no part in choosing rows; any-hit rate near 2.5%.

The line under a structure holds: S100A4 MyoIIA | Xi reactivation | ERAP1 inh | RAD52 inh | RAD54 branch | esBAF inh | ERp5 block | E-selectin induc
> C[C@@H]1CCCCO[C@@H](CN(C)Cc2ccc(Cl)c(Cl)c2)[C@H](C)CN([C@H](C)CO)C(=O)c2cc(NC(=O)NC3CCCCC3)ccc2O1
 : 20 | 0.3 | -2 | -19 | 5 | -6 | 3 | 0.1
> CC/C(=N\NC(=O)CNC(=O)/C=C/c1ccc(OC)cc1)c1ccccc1
 : -2 | 0.3 | 0 | -20 | 2 | 2 | -7 | nt
> COc1ccccc1N(C)S(=O)(=O)c1ccc(C(=O)NCc2ccccc2CN2CCCC2)cc1
 : -15 | 0.2 | 3 | 2 | -8 | -7 | -3 | 0.0
> CNC(=O)c1cc2cc(Br)ccc2s1
 : -3 | 0.1 | 1 | 1 | 3 | 6 | 4 | nt
> Fc1cccc(CCN2CCNC[C@@H]2Cc2ccccc2)c1
 : 0 | -0.1 | -6 | -6 | -9 | -1 | 0 | 0.0
> COc1ccc(NC(=O)COC(=O)COc2cccc(Br)c2)cc1OC
 : -3 | 0.0 | 1 | -12 | -8 | -4 | 3 | 2.3
> NC(=O)C[C@H]1NC(=O)[C@H](CCC(=O)O)NC(=O)c2cc([N+](=O)[O-])cc(I)c2NCCC[C@@H](C(N)=O)NC1=O
 : nt | 0.0 | nt | nt | -8 | 2 | nt | -0.3
> CCCN1C[C@H](C)[C@@H](OC)CN(C)C(=O)c2ccc(NC(=O)c3ccccc3)cc2OC[C@H]1C
 : 4 | 0.0 | 0 | -1 | 4 | 2 | 3 | 0.1
> Cc1cc(Cl)cc(C)c1OCCn1ccnc1
 : 3 | 0.0 | 0 | -3 | -20 | 11 | 1 | 0.3
> COc1ccc(CN2C(=O)CSCC2(C)C(=O)NCc2ccccc2)cc1OC (centres undefined)
 : -5 | 0.2 | nt | -8 | nt | nt | -3 | 2.9
> Cc1ccc(C)c(-n2c(=O)c(C#N)cc3c(=O)n4ccccc4nc32)c1
 : 12 | 0.1 | -116 | -157 | nt | nt | 3 | nt
> CNC(=O)c1ccccc1Sc1ccccc1CO
 : 0 | 0.1 | 0 | 2 | 13 | nt | 1 | nt
> COc1ccc2c3c([nH]c2c1)[C@H](CO)N(C(=O)c1ccncc1)CC31CCN(C(=O)C2CCC2)CC1
 : 6 | 0.4 | -1 | 2 | nt | nt | 1 | 0.5
> O=c1ccc(=O)n(-c2ccccc2)[nH]1
 : -3 | 0.2 | 1 | -13 | nt | -1 | 0 | 0.9
> CC(=O)Nc1cccc(Oc2nc(C)cc(C)c2C#N)c1
 : 1 | 0.0 | 0 | -5 | -3 | -2 | 10 | -1.8
> COc1ccc(NC(=O)Cc2ccc(C)c(C)c2)cc1S(=O)(=O)N1CCCCC1
 : 1 | -0.1 | 0 | -23 | nt | nt | -1 | -0.3
> Cc1nc(SCC(=O)Nc2c(C)n(C)n(-c3ccccc3)c2=O)c2cnn(-c3ccccc3)c2n1
 : 0 | 0.0 | 3 | -30 | 14 | 6 | 1 | 0.2
> COCC(=O)N1C[C@H](C)[C@H](OC)CN(C)C(=O)c2cc(NC(=O)C3CCC3)ccc2OC[C@H]1C
 : -4 | 0.0 | 3 | -6 | -6 | 2 | -4 | 0.0
> O=C(O)c1ccc(N2CCCCC2)cc1O
 : -5 | -0.1 | -1 | -21 | 3 | -4 | 7 | 7.9
> CCOC(=O)/C=c1\s/c(=C\c2c(OC)ccc3ccccc23)c(=O)n1CC(=O)NCC1CCCO1 (centres undefined)
 : 5 | nt | 0 | -22 | -4 | 4 | 3 | nt
> CO[C@@H]1CN(C)C(=O)c2cc(NS(=O)(=O)c3ccccc3)ccc2OC[C@H](C)N(C)C[C@@H]1C
 : -13 | 0.0 | 0 | 1 | -3 | -2 | -4 | -0.2
> O=C(CSc1ncc(C(F)(F)F)cc1Cl)NCC1CCCO1 (centres undefined)
 : -4 | 0.1 | -1 | 0 | 3 | nt | -3 | 3.4
> Cc1cc(-c2nnc(SCC(=O)c3ccc(F)cc3)o2)no1
 : -3 | 0.0 | -3 | -3 | 4 | nt | 4 | nt
> C[C@@H]1CN([C@H](C)CO)C(=O)Cc2cc(N(C)C)ccc2O[C@@H]1CN(C)S(=O)(=O)c1cccs1
 : 2 | 0.0 | -1 | -9 | 1 | -2 | -1 | -0.1
> COC(=O)C12CCC3(SCCS3)C(C(=O)OC)(CCC13SCCS3)C2
 : 1 | 0.2 | -3 | -2 | 3 | -4 | 5 | nt
> COc1cccc(CN2CCCCN3[C@H](CO)[C@H](c4ccc(-c5cccc(C#N)c5)cc4)[C@@H]3C2)c1
 : -4 | 0.2 | -1 | -28 | -2 | 1 | -6 | 1.7
> Cc1cc2c(c(=O)o1)[C@@]1(C(=O)Nc3ccccc31)C1=C(CCCC1=O)O2
 : -6 | 0.3 | -2 | -14 | nt | nt | 6 | -0.1
> CCCCOC(=O)Nc1ccc(S(=O)(=O)Nc2nc(C)cc(C)n2)cc1
 : -1 | nt | 0 | -13 | 6 | -7 | 2 | nt
> O=C(O)C1Nc2c(C(F)(F)F)ccc(Cl)c2C2C=CCC12 (centres undefined)
 : -13 | 0.3 | 2 | -40 | -1 | 5 | -2 | nt
> O=C(COC(=O)Cc1ccc(Cl)cc1)Nc1ccccc1F
 : -3 | 0.0 | nt | 8 | nt | nt | 3 | 5.1

New compounds follow.
smiles	S100A4 MyoIIA	Xi reactivation	ERAP1 inh	RAD52 inh	RAD54 branch	esBAF inh	ERp5 block	E-selectin induc
CN(C)C(=O)c1ccc(-c2ccc([C@@H]3[C@@H](CO)N(C(=O)C4CCCC4)[C@H]3C#N)cc2)cc1	1	0.0	4	-14	0	8	0	-0.3
CC(C)CC#Cc1cnc2c(c1)C(=O)N([C@H](C)CO)C[C@@H](C)[C@H](CN(C)C(=O)c1ccc3c(c1)OCO3)O2	18	-0.6	-1	-3	9	4	13	74*
CC(C)C#Cc1cnc2c(c1)C(=O)N([C@@H](C)CO)C[C@H](C)[C@@H](CN(C)Cc1ccccc1F)O2	1	0.1	0	0	-1	-1	1	-0.1
Cc1cc(C)cc(NC(=O)C2CCN(C(=O)[C@@H]3Cc4ccccc4CN3)CC2)c1	-9	0.1	1	-3	5	4	0	nt
O=C(Nc1ccccc1C(=O)Nc1ccccn1)c1ccccc1F	-7	0.0	-4	-16	8	-3	1	nt
CN(CC(=O)Nc1ccc(Cl)cc1)CC(=O)Nc1cccc2ccccc12	-4	0.3	-1	-14	0	-10	-2	nt
Cc1cc(C)n(-c2ccc(C(=O)OCn3nnc4ccccc4c3=O)cc2)n1	-2	nt	0	-2	-1	-3	-3	nt
O=C(C[C@@H]1C[C@@H]2c3cc(NC(=O)Nc4ccccc4F)ccc3O[C@@H]2[C@H](CO)O1)NC1CCCC1	5	0.1	-4	7	1	6	0	0.0
CN1CCN(C(=O)CSc2nc3ccc(NC(=O)c4ccccc4F)cc3s2)CC1	-3	0.0	-2	-5	nt	nt	-3	1.4
CCOc1cc(/C=N/NC(=O)c2cccnc2)ccc1O	2	-0.1	1	-4	-2	nt	3	nt
CC(NC(=O)C1CCN(S(=O)(=O)c2ccc(Br)s2)CC1)c1ccccc1 (centres undefined)	-1	0.1	0	-9	-2	1	0	nt
O=C(C[C@H]1CC[C@@H](NC(=O)C2CC2)[C@@H](CO)O1)NCCCN1CCOCC1	-15	0.2	-1	-7	-1	-2	-5	-0.3
O=C(CCc1nc2ccccc2c(=O)[nH]1)NCc1ccco1	2	0.0	1	-10	nt	nt	4	nt
Cn1c(=O)[nH]c(=O)c2c1nc(N1CCCCC1)n2C/C=N/NC(=O)c1cc(Br)ccc1O	1	-0.1	-3	0	7	nt	-2	nt
Cc1ccc(-c2ccnc(-c3ccc(O)cc3)n2)cc1	6	0.2	5	-10	nt	nt	1	nt
COc1ccc(NC(=O)CCC(=O)c2cccs2)cc1S(=O)(=O)Nc1ccc(Cl)cc1	-3	-0.1	13	-12	nt	10	-4	1.9
CCCN1CCC(=O)N([C@H](CSc2ccc(Br)cc2)Cc2ccccc2)CC1	-5	0.2	2	-1	2	-1	-2	-0.1
O=C(NC1CCCC1)N1CCCCN2[C@H](CO)[C@H](c3ccc(-c4ccncc4)cc3)[C@H]2C1	2	0.3	0	12	0	nt	-4	0.1
COc1ccc(CCNC(=O)COC(=O)/C=C/c2cccc(F)c2)cc1	-3	0.0	0	-5	-4	-5	1	nt
C[C@H]1CN([C@@H](C)CO)S(=O)(=O)c2ccc(C#CCN(C)C)cc2O[C@H]1CN(C)Cc1cccnc1	-5	-1.1	2	-5	-11	-2	-3	1.3
O=Cc1ccc(OC(=O)/C=C/c2ccccc2)cc1	-1	0.0	-6	-5	-6	0	4	-0.2
CC(=O)C1=C(C)N2CCN=C2S1	24	0.3	-1	-10	nt	7	-1	nt
COc1ccc(C#Cc2ccc3c(c2)[C@@H]2[C@@H](CCN2C(C)=O)[C@@H](CO)N3)cc1	nt	0.0	nt	nt	3	1	nt	0.6
C[C@H](O)C#Cc1ccc2c(c1)O[C@@H](CN(C)Cc1cncnc1)[C@H](C)CN([C@@H](C)CO)S2(=O)=O	nt	-0.4	nt	nt	-4	1	nt	-3.1
COc1ccccc1NC(=O)C1=C(C)NC(=O)NC1c1ccccc1[N+](=O)[O-] (centres undefined)	-1	0.0	7	-15	nt	nt	3	0.8
COC(=O)[C@@]12CCCN1[C@H](c1ccc(-c3ccc(Cl)c(Cl)c3)cc1)[C@H]1C(=O)N(C)C(=O)[C@H]12	-13	0.1	-1	-54	-9	7	2	0.0
COc1ccc2oc(-c3ccc(C)c(NC(=O)CSc4ccc(Cl)cc4)c3)nc2c1	2	nt	-1	-10	nt	nt	-11	nt
CSCCC(NC(=O)COc1ccccc1)C(=O)N1CCN(c2ccccc2Cl)CC1 (centres undefined)	-6	-0.1	-1	5	-2	6	-12	-0.1
Cc1cccc(C(=O)N2CCCC(Nc3ccc(C)c(C)c3)C2)n1 (centres undefined)	-1	0.0	-5	-3	-8	1	5	2.6
CS(=O)(=O)c1ccc(C(=O)OCC(=O)c2ccc(Cl)s2)cc1	-1	0.0	1	9	-11	nt	1	-6.7
CO[C@H]1CN(C)C(=O)c2ccc(NC(=O)Nc3ccccc3)cc2OC[C@H](C)N(C(=O)CN(C)C)C[C@@H]1C	7	-0.2	0	7	nt	nt	nt	0.4

Some of the entries so far, as labelled records.
smiles: COc1ccc2c3c([nH]c2c1)[C@H](CO)N(C(=O)c1ccncc1)CC31CCN(C(=O)C2CCC2)CC1
- S100A4 MyoIIA: 6
- Xi reactivation: 0.4
- ERAP1 inh: -1
- RAD52 inh: 2
- RAD54 branch: nt
- esBAF inh: nt
- ERp5 block: 1
- E-selectin induc: 0.5
smiles: O=c1ccc(=O)n(-c2ccccc2)[nH]1
- S100A4 MyoIIA: -3
- Xi reactivation: 0.2
- ERAP1 inh: 1
- RAD52 inh: -13
- RAD54 branch: nt
- esBAF inh: -1
- ERp5 block: 0
- E-selectin induc: 0.9
smiles: CC(=O)Nc1cccc(Oc2nc(C)cc(C)c2C#N)c1
- S100A4 MyoIIA: 1
- Xi reactivation: 0.0
- ERAP1 inh: 0
- RAD52 inh: -5
- RAD54 branch: -3
- esBAF inh: -2
- ERp5 block: 10
- E-selectin induc: -1.8
